Bioassay records deposited in PubChem by Broad Institute.
esBAF inh: Bmi1 luciferase reporter increase in mESCs, primary screen, esBAF inhibitor project, mouse ES cells, Bmi1 luciferase knock-in, single point. reporter increase, % at 12.5 µM. 24 h; 100% = twice the neutral-well signal. 350,000 tested, 2% active; in the data active means activation above about 40%;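 further: 0% = median of the plate's neutral control wells and 100% = double that signal; a rise in the Bmi1 reporter signal indicates esBAF inhibition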
Xi reactivation: activators of inactive X chromosome reactivation, primary screen, imaging, XiGFP fibroblasts, GFP high-content imaging, set 2; 360,000 tested, 0.055% active; activation, % at 7.58 µM; XiGFP mouse fibroblasts, % GFP-positive cells imaging, 3 d; cells co-treated with 5-aza-dC sensitizer; scaled so ellipticine positive control = 100%;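 active means mean normalized replicate activation at least 10% and every replicate at or above 10%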;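 further: 0% = median of on-plate neutral control wells and 100% = ellipticine 6 µM median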
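Material: SV40-immortalized XiGFP fibroblast cells, line 68-5-11 | Buffer or medium: DMEM containing 5-aza-dC | Dosing: One concentration, pinned | Times: 3 d treatment, 15 min room-temperature fixation | Controls: Ellipticine 6 µM positive control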
E-sel inducer: E-selectin induction in HUVECs, primary screen, imaging, HUVEC, immunofluorescence imaging, single point; P16581; normalized: neutral wells 0, TNF-alpha wells 100; activation, % at 7.58 µM; 260,000 tested, 0.37% active;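 active means mean E-selectin-positive cell signal at least 10% of the positive control, reached in at least 60% of replicates, without over 20% cell loss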;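 further: in these data hits start at about 27%; measured in HUVEC primary endothelial cells; signal is the percent of cells scored E-selectin positive by PE staining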
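Test system: HUVEC | Signal: Immunofluorescence imaging | Read-out: Percent E-selectin-positive cells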
ERp5 inh: inhibitors of ERp5-driven insulin aggregation, primary screen, biochemical, turbidity, absorbance 650 nm, single point; Protein disulfide-isomerase A6 (Homo sapiens), Q15084; 90 min; inhibition, % at 9.99 µM; 350,000 tested, 0.05% active;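 active means mean replicate inhibition above about 25%, with every replicate also reaching it, limit read from the data, passing the limit was not always enough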
Target sequence (Q15084 whole entry, looked up): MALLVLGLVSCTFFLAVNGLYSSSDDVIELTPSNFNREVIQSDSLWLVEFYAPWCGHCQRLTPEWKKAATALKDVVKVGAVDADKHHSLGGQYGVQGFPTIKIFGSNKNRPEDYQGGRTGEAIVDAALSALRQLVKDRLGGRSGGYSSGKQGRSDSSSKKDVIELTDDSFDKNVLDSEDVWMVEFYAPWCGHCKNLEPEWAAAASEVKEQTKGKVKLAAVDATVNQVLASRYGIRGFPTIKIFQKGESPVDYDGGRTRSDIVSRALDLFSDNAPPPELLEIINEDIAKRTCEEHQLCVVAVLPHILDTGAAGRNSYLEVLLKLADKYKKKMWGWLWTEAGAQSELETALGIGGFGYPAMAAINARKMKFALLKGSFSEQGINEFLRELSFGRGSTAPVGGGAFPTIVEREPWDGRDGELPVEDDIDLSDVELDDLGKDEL
RAD52 inh: RAD52 DNA annealing inhibitors, primary screen, biochemical, FRET, single point, set 2 | recombinant RAD52 DNA annealing, FRET fluorescence | 360,000 tested, 0.46% active | inhibition, % at 18.7 µM;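 active means every replicate showing at least 50% inhibition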
Target sequence (P43351 whole entry, looked up): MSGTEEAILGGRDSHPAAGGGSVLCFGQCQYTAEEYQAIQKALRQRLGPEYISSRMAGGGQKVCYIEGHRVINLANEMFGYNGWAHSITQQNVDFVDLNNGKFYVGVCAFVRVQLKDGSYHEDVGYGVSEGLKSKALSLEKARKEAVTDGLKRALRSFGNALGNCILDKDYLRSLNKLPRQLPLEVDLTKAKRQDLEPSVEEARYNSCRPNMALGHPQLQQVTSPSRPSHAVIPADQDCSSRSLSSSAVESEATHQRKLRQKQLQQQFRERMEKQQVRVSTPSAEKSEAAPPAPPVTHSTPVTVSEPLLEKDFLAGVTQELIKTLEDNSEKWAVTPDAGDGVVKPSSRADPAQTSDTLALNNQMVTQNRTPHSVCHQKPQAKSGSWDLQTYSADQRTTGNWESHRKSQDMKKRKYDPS
ERAP1 inh: human ERAP1 aminopeptidase inhibitors, primary screen, biochemical, single point, plate reader; Endoplasmic reticulum aminopeptidase 1 (Homo sapiens), Q9NZ08; recombinant ERAP1, Leu-AMC fluorescence, 60 min; inhibition, % at 10.7 µM; 340,000 tested, 0.15% active; AID 652197, 2013;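 active means mean replicate inhibition of at least 30%, or all replicates individually reaching that 30% level; inactive means mean below 30% and not every replicate reaching it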;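 further: 0% = neutral control wells and 100% = L-leucinethiol positive control wells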
RAD54 branch: inhibitors of human RAD54 branch migration, primary screen, biochemical, fluorescence, single point. DNA repair and recombination protein RAD54-like (Homo sapiens), Q92698. RAD54 Holliday junction branch migration, FAM/BHQ fluorescence. inhibition, % at 10.4 µM. 360,000 tested, 0.14% active;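 active means mean normalized replicate activity at least 40 and at least half of replicates scoring 40 or more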;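 further: 0% = median of neutral control wells and 100% = median of positive control wells; inhibitors cause a drop in the FAM fluorescence signal; in these data hits start at about 50%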
S100A4 MyoIIA: inhibitors of S100A4-myosin IIA peptide binding, primary screen, biochemical, fluorescence polarization, TAMRA-MyoIIA peptide; Protein S100-A4 (Homo sapiens), P26447; inhibition, % at 10.7 µM; 360,000 tested, 0.14% active;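 active means mean inhibition of at least 70% across replicates, with every replicate also reaching that level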
Target sequence (P26447 whole entry, looked up): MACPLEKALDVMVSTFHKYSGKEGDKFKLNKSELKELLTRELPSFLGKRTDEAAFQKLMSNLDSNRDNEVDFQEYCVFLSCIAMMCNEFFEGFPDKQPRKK
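Material: S100A4 monomer protein / Buffer or medium: 50 mM HEPES pH 7.2, 10 mM CaCl2, 100 mM KCl / Times: 5 min incubation before reading / Benchmarks: neutral control DMSO, positive control TFP / Reagent: labelled myosin peptide probe, 5 nM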
Numbers without * were called inactive; x = not tested or not shown; & = joins results of further samples.

SMILES	esBAF inh	Xi reactivation	E-sel inducer	ERp5 inh	RAD52 inh	ERAP1 inh	RAD54 branch	S100A4 MyoIIA
O=C(Cn1c2[n+](c3ccc(C(F)(F)F)cc31)CCCCC2)Nc1c(F)cccc1F	x	0.4	x	-9	6	2	x	-6
O=C(Nc1nnc(S(=O)(=O)N2CCCC2)s1)c1ccccc1F	3	-0.1	0.0	0	-20	-3	-6	-11
O=C(c1ccc2c(c1)OCO2)N1CCCCN2[C@@H](CO)[C@@H](c3ccc(-c4ccccc4)cc3)[C@@H]2C1	x	0.0	-0.2	1	-6	-1	-7	5
Cc1cc(C(=O)NCC(=O)Nc2ccc(F)c(F)c2)c(C)o1	-1	0.1	-0.3	-5	-10	-3	2	-2
Cc1nc2ccccn2c1C(=O)N/N=C/c1ccccc1[N+](=O)[O-]	-5	x	x	-10	-18	-3	-1	-4
C[C@@H]1CN([C@H](C)CO)C(=O)CCCn2nncc2CO[C@H]1CN(C)C(=O)C1CC1	-3&2	0.2&0.0	-1.5&0.0	-3&0	-9&-5	0	-8&-3	-4&-5
COc1ccc(-c2oc3cc(O)c(OC)c(O)c3c(=O)c2OC)cc1O	x	0.6	2.6	6	-4	12	x	2
O=C(NCCNC(=O)c1ccccc1O)c1ccccc1O	-7	0.0	x	2	1	-4	-9	-2
C[C@@H]1CN([C@@H](C)CO)C(=O)c2cc(-c3cccc(C(=O)N(C)C)c3)cnc2O[C@H]1CN(C)C	-8	-0.9	0.2	-3	-10	-4	9	6
COCC(=O)N1CC2(C1)[C@H](c1ccccc1)[C@@H](CO)N2C(=O)c1ccccc1	x	0.1	-0.3	1	1	1	x	-2
CCN1CCN(c2c(S(=O)(=O)c3ccc(C)c(C)c3)cnc3ccc(F)cc23)CC1	7	0.0	1.8	-1	14	4	5	-1
Cc1ccnc(NC2CCCCC2)c1	x	0.0	x	4	1	-1	x	-4
Cc1cccc(S(=O)(=O)N(C)C[C@H]2OCc3ccccc3-c3c(n(C)c4ccccc34)C(=O)N([C@H](C)CO)C[C@@H]2C)c1	0	-0.2	-0.2	2	8	1	5	7
C[C@H](NC(=O)C[C@@H]1CC[C@@H](NS(=O)(=O)c2cccc(F)c2)[C@H](CO)O1)c1ccccc1	-2	-0.1	-0.1	-3	5	2	-7	7
CC(=O)Nc1cc2c(cc1NC(=O)Cn1nc(-c3ccccc3)ccc1=O)OCCO2	-4	-0.1	-0.1	2	4	-3	-8	0
O=C(NC(=S)Nc1ccc2oc(=O)ccc2c1)c1cc2ccccc2o1	x	0.0	-0.2	1	-3	3	5	-2
CCN(CC)S(=O)(=O)c1ccc(N2CCCC2)c(C(=O)OCC(=O)Nc2cc(C)on2)c1	5	-0.1	0.0	2	0	1	x	4
Cc1ccc2nc(-c3cc(-c4ccccc4)no3)cn2c1	-55	0.1	x	x	-2	1	0	5
CCCCc1cc2ccccc2c(OCCN(C)C)n1	-5	0.5	0.7	0	14	4	-5	-2
COc1ccc(SCC(=O)Nc2ccccc2Cl)cc1	x	0.2	x	0	-13	3	x	0
Cn1ccnc1SCC(=O)Nc1ccc2c(c1)OCCO2	-1	0.2	0.3	-4	-1	-1	-9	-3
CO[C@@H]1[C@H](O)CC[C@]2(O)CN(c3ccccc3)[C@](C)([C@H](O)CC=C(C)C)[C@@H]12	x	0.5	0.1	5	3	1	x	4
CCOC(=O)N(C)c1c(CC)nc2c(OCc3cccc(Cl)c3)cccn12	-4	-0.1	0.0	-2	-19	4	7	-3
Clc1ccccc1OCCCCN1CCCC1	0	x	x	0	2	-2	4	0
C[C@H](CO)N1C[C@H](C)[C@H](CN(C)C(=O)c2cccc(F)c2)Oc2ncc(-c3cccc(F)c3)cc2C1=O	0	0.3	x	3	13	2	4	-4
C[C@H](CO)N1C[C@H](C)[C@H](CN(C)CC2CCCCC2)Oc2ccc(NC(=O)C3CCCCC3)cc2CC1=O	-4	-1.2	-0.2	-2	-1	0	0	18
C[C@@H]1CN([C@H](C)CO)S(=O)(=O)c2ccc(-c3ccccc3)cc2O[C@@H]1CN(C)CC1CC1	-5	0.2	0.1	0	25	4	5	-5
CCOc1ccc(C2CC(c3cccc(OC)c3)n3nc(N)nc3N2)cc1 (centres undefined)	-1	0.3	0.9	0	-12	-2	0	-25
COc1ccc(NC(=O)N(C)C[C@H]2OCCCC[C@@H](C)Oc3ccc(NC(=O)Nc4ccc(F)cc4)cc3C(=O)N([C@H](C)CO)C[C@@H]2C)cc1	-1	0.3	0.0	-2	24	0	-5	-2
CN(C)c1ccc(C(O)P(=O)(OC2CCCCC2)OC2CCCCC2)cc1 (centres undefined)	x	0.1	-0.3	0	-6	7	-4	-3
Cc1nc(-c2ccccc2)c(Cc2ccccc2O)c(=O)[nH]1	x	0.0	0.1	-1	4	-2	x	2
Nc1ccccc1/C=N\N=C/c1ccccc1N	x	0.0	x	3	-17	0	x	-8
CCCCCCn1c(=O)n2n(c1=O)C[C@]1(OC(=O)NCc3ccccc3F)CN(S(=O)(=O)c3ccc(C)cc3)C[C@]1(O)C2	0	0.0	0.0	1	-5	x	17	-3
CSc1ccc(CN2CCN(C(=O)c3ccc([N+](=O)[O-])cc3)CC2)cc1	x	0.3	x	0	-19	-1	x	1
COC(=O)C(Cc1ccccc1)NC(=O)CNC(=O)c1sc2ccccc2c1Cl (centres undefined)	-3	0.5	x	-4	-9	-5	9	-3
C[C@@H]1CCCCO[C@@H](CN(C)Cc2ccc(Cl)c(Cl)c2)[C@H](C)CN([C@H](C)CO)C(=O)c2cc(NS(C)(=O)=O)ccc2O1	-2	-0.9	0.6	2	11	13	4	-7
O=C(NCC[C@H]1CC[C@@H](NS(=O)(=O)c2ccccc2)[C@H](CO)O1)c1ccccc1F	0	0.0	-0.2	-3	0	-1	0	9
C[C@H]1CN([C@@H](C)CO)C(=O)c2cc(-c3cccnc3)cnc2O[C@@H]1CN(C)C(=O)Nc1ccc(F)cc1	-3	-0.7	-0.1	-1	10	-3	1	7
Cc1ccc(S(=O)(=O)N(C)C[C@@H]2Oc3c(NC(=O)C4CCOCC4)cccc3C(=O)N([C@H](C)CO)C[C@@H]2C)cc1	-6	0.1	-0.5	12	-5	-2	-14	9
O=C1CSC(=S)N1/N=C/c1cccnc1	x	0.0	0.7	2	-8	-3	3	13

Some of these compounds in order of heavy-atom count, low to high:
SMILES	esBAF inh	Xi reactivation	E-sel inducer	ERp5 inh	RAD52 inh	ERAP1 inh	RAD54 branch	S100A4 MyoIIA
O=C1CSC(=S)N1/N=C/c1cccnc1	x	0.0	0.7	2	-8	-3	3	13
Clc1ccccc1OCCCCN1CCCC1	0	x	x	0	2	-2	4	0
CSc1ccc(CN2CCN(C(=O)c3ccc([N+](=O)[O-])cc3)CC2)cc1	x	0.3	x	0	-19	-1	x	1
CCOC(=O)N(C)c1c(CC)nc2c(OCc3cccc(Cl)c3)cccn12	-4	-0.1	0.0	-2	-19	4	7	-3
COC(=O)C(Cc1ccccc1)NC(=O)CNC(=O)c1sc2ccccc2c1Cl (centres undefined)	-3	0.5	x	-4	-9	-5	9	-3
O=C(NCC[C@H]1CC[C@@H](NS(=O)(=O)c2ccccc2)[C@H](CO)O1)c1ccccc1F	0	0.0	-0.2	-3	0	-1	0	9
C[C@@H]1CN([C@H](C)CO)S(=O)(=O)c2ccc(-c3ccccc3)cc2O[C@@H]1CN(C)CC1CC1	-5	0.2	0.1	0	25	4	5	-5
C[C@H](CO)N1C[C@H](C)[C@H](CN(C)C(=O)c2cccc(F)c2)Oc2ncc(-c3cccc(F)c3)cc2C1=O	0	0.3	x	3	13	2	4	-4
C[C@H](CO)N1C[C@H](C)[C@H](CN(C)CC2CCCCC2)Oc2ccc(NC(=O)C3CCCCC3)cc2CC1=O	-4	-1.2	-0.2	-2	-1	0	0	18
Cc1ccc(S(=O)(=O)N(C)C[C@@H]2Oc3c(NC(=O)C4CCOCC4)cccc3C(=O)N([C@H](C)CO)C[C@@H]2C)cc1	-6	0.1	-0.5	12	-5	-2	-14	9
C[C@@H]1CCCCO[C@@H](CN(C)Cc2ccc(Cl)c(Cl)c2)[C@H](C)CN([C@H](C)CO)C(=O)c2cc(NS(C)(=O)=O)ccc2O1	-2	-0.9	0.6	2	11	13	4	-7

Going on with the list:
SMILES	esBAF inh	Xi reactivation	E-sel inducer	ERp5 inh	RAD52 inh	ERAP1 inh	RAD54 branch	S100A4 MyoIIA
CCn1nc(C)c(CNC(=O)C2CCC(=O)N(Cc3ccc(Cl)cc3)C2)c1C (centres undefined)	-3	0.5	-1.5	6	-14	-1	8	7
CCOCCCn1c(=N)c(S(=O)(=O)c2ccc(C)cc2)cc2c(=O)n3cc(C)ccc3nc21	-8	0.1	0.0	0	-57	-84	3	-5
Cc1ccsc1C(=O)NC(C)c1ccccc1 (centres undefined)	-5	0.0	x	4	3	0	-2	-8
CCCC(C(=O)Nc1ccncc1)c1ccccc1 (centres undefined)	x	0.3	x	13	-14	0	0	-4
CCC(C)[C@H](NC(=O)[C@@H]1CSC2c3ccccc3C(=O)N21)C(=O)NCc1ccco1 (some centres undefined)	3	0.1	x	1	-11	-2	-7	-11
O=C(C[C@@H]1CC[C@H]2[C@@H](COC[C@H](O)CN2Cc2ccncc2)O1)NCC1CC1	-4	0.1	-0.1	-6	-13	-1	1	2
CC1(C)OC(C(=O)NC2CCCCC2)C(C(=O)NC2CCCCC2)O1 (centres undefined)	-6	x	x	1	0	-1	x	4
COCC(=O)Nc1ccc2c(c1)[C@H]1C[C@@H](CC(=O)N3CCOCC3)O[C@@H](CO)[C@H]1O2	-2	0.0	0.4	-2	-11	4	-1	3
O=C(CN1CCCCC1)NCC(=O)Nc1ccc(F)c(F)c1F	-5	0.9	-0.3	4	-15	-1	-6	-3
C[C@H](CO)N1C[C@H](C)[C@@H](CN(C)S(=O)(=O)c2ccccc2F)Oc2cc(C#Cc3ccccc3)ccc2S1(=O)=O	1	-0.9	0.0	3	-9	0	-6	19
Cc1ccc(CNC(=O)c2ccccc2NC(=O)CN2CC(C)OC(C)C2)cc1 (centres undefined)	-11	0.1	-0.1	2	-12	0	-8	3
O=S1(=O)CCSC[C@@H](CN2CCCC2)N1	x	-0.1	-0.1	2	-8	1	x	4
C/C=C/c1ccc([C@H]2[C@@H](CN(C)C(=O)CC3CC3)N(C(=O)C3CC3)[C@H]2CO)cc1	-2	-0.1	0.0	x	x	x	-6	x
Cc1ccc(S(=O)(=O)N2CCN(C(=O)CCC(=O)NCc3cccc(C(F)(F)F)c3)CC2)cc1	x	0.4	x	0	1	4	x	1
COc1ccccc1NC(=O)C(C)OC(=O)Cn1cnc2c1c(=O)n(C)c(=O)n2C (centres undefined)	5	0.2	x	-1	-7	-1	x	0
